Bioassay records (PubChem BioAssay)
D2 antag: HTS Assay for Allosteric Antagonists of the Human D2 Dopamine Receptor: Primary Screen for Antagonists | D(2) dopamine receptor (Homo sapiens), P14416 | HEK293 TREx D2 cells, calcium flux, dopamine EC80 | inhibition, % at 10 µM | 340,000 tested, 2% active | AID 485344, 2010; in the data active = inhibition above about 30%; note: 0% is about no effect
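Calcium flux kinetic readout in an inducible HEK293 TREx D2 line plated overnight at 30 C. After 180 s compound exposure, an EC80 dopamine challenge follows with another 180 s kinetic read to detect antagonism.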
TRHR agonist: qHTS for Small Molecule Agonists and Allosteric Enhancers of Human TRH Receptor: Primary Screen for Agonists; Thyrotropin-releasing hormone receptor (Homo sapiens), P34981; TRHR cells, calcium flux fluo-8, FDSS agonist mode; 360,000 tested, 0.18% active; AID 493084, 2011; activation, % at 2 µM; in the data active = activation above about 30%; note: 0% is about no effect
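Steps: seed TRHR cells overnight; add fluo-8 no-wash Ca dye, RT 30 min–1.5 h; record 10 s baseline; pin-transfer compounds; monitor fluorescence 1 cycle/s for the agonist window. Calcium increases flag candidate agonists.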
IDH1 R132H inh: qHTS for Inhibitors of mutant isocitrate dehydrogenase 1 (IDH1): qHTS | Potency, µM (doses to about 76.6 µM), for inactives: at the top dose activity change, negative = inhibition, actives largely listed as inhibitors | 390,000 tested, 0.093% active | Isocitrate dehydrogenase [NADP] cytoplasmic (Homo sapiens), O75874 | IDH1-R132H enzyme, NADPH consumption, diaphorase/resazurin fluorescence; note: potency is the fitted concentration of half-maximal effect; % is set by controls: 0 for no effect and ±100 for the full control effect; nearly all actives have a fitted effect of over 65% in size
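IDH1-R132H (0.5 ug/mL dispensed) in pH 7.5 Tris buffer was preincubated 30 min with compound, then given a substrate mix of 0.016 mM NADPH and 2 mM alpha-KG for 80 min at room temperature; remaining NADPH was read by diaphorase/resazurin fluorescence.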
PI4K2A block: qHTS for small molecular inhibitors of PI4K2A | Phosphatidylinositol 4-kinase type 2-alpha (Homo sapiens), Q9BTU6 | purified PI4K2A, ADP-Glo luminescence, 1 h; active compounds read low | activity change, negative = inhibition, % at 76.9 µM | 420,000 tested, 0.13% active | AID 1346378, 2018; in the data active = activity change below about -50%; inconclusive = mostly about -30% to -49%;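 note: -100% = wells without enzyme as full effect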
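Compounds are screened against recombinant PI4K2A using PI as substrate and ATP, the latter dispensed at 300 microM. Reactions run one hour at ambient temperature before ADP-Glo detection; full inhibition defined by wells lacking enzyme.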
TrxR1 substrate: qHTS Assay for Substrates of Mammalian Selenoprotein Thioredoxin Reductase 1 (TrxR1): qHTS; purified TrxR1 substrate turnover, NADPH consumption readout; AID 588456, 2011; Potency, µM (top dose mostly 114 µM), inactives show top-dose activity change, negative = substrate turnover; 390,000 tested, 0.01% active; note: potency is the fitted concentration of half-maximal effect; % is set by controls: 0 for no effect and ±100 for the full control effect; nearly all actives have a fitted effect of over 50% in size
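Rat TrxR1, dispensed at 90 nM, was prereduced with 400 uM NADPH (final) for 5 min at ~22 deg C, then incubated with compound 15 min before 400 uM selenite. A first-read NADPH fluorescence drop versus no-compound background flagged substrates.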
TrxR1 inh: qHTS Assay for Inhibitors of Mammalian Selenoprotein Thioredoxin Reductase 1 (TrxR1): qHTS; AID 588453, 2011; Thioredoxin reductase 1, cytoplasmic (Rattus norvegicus), O89049; 390,000 tested, 1% active; recombinant rTrxR1, NADPH fluorescence consumption, selenite substrate; Potency, µM (highest dose often 114 µM), for the others: at the top dose activity change, negative = inhibition, usual class: inhibitors; note: potency is the fitted concentration of half-maximal effect; % is set by controls: 0 for no effect and ±100 for the full control effect; nearly all actives have a fitted effect of over 65% in size
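Rat TrxR1 (90 nM in the dispensed reagent) was pre-reduced with 400 uM NADPH for 5 min at room temperature, then incubated with compound for 15 min. After 400 uM selenite was added, NADPH fluorescence (Ex 340/Em 450 nm) was followed for 8 min.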
TRHR enhancer: qHTS for Small Molecule Agonists and Allosteric Enhancers of Human TRH Receptor: Primary Screen for Enhancers | Thyrotropin-releasing hormone receptor (Homo sapiens), P34981 | TRHR cells, fluo-8 calcium fluorescence, EC20 TRH enhancement | enhancement, % at 2 µM | 360,000 tested, 0.66% active; in the data active = enhancement above about 30%; note: 0% is about no effect
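Enhancer read-out: after compound pinning and an initial kinetic agonist-mode read, an EC20 of TRH (10 nM final) was injected and fluo-8 calcium signal (Ex 480/Em 530) followed at 1 s/cycle for 100 cycles in TRHR-expressing cells.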
D2 ag: HTS Assay for Allosteric Agonists of the Human D2 Dopamine Receptor: Primary Screen for Agonists; HEK293 T-REx D2 cells, calcium flux agonist mode; activation, % at 2 µM; 340,000 tested, 0.53% active;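 active = activation over 3 SD above normal in the single-dose calcium agonist read, cut at about 30% in these data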; note: 0% is about no effect
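Agonism is scored from calcium flux in a force-coupled, inducible HEK293 cell line expressing D2, read kinetically for 180 s after compound addition against dopamine controls.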
USP1 inh: Inhibitors of USP1/UAF1: Primary Screen; Ubiquitin carboxyl-terminal hydrolase 1 (Homo sapiens), O94782; AID 743255, 2014; 390,000 tested, 0.23% active; Potency, µM (titrated, usually from 57.1 µM), inactives show top-dose activity change, negative = inhibition, actives largely listed as inhibitors; recombinant USP1/UAF1, Ub-Rhodamine cleavage fluorescence; note: potency is the fitted concentration of half-maximal effect; % is set by controls: 0 for no effect and ±100 for the full control effect; nearly all actives have a fitted effect of over 60% in size; inactives centre near -12
Target sequence (O94782 whole entry, looked up): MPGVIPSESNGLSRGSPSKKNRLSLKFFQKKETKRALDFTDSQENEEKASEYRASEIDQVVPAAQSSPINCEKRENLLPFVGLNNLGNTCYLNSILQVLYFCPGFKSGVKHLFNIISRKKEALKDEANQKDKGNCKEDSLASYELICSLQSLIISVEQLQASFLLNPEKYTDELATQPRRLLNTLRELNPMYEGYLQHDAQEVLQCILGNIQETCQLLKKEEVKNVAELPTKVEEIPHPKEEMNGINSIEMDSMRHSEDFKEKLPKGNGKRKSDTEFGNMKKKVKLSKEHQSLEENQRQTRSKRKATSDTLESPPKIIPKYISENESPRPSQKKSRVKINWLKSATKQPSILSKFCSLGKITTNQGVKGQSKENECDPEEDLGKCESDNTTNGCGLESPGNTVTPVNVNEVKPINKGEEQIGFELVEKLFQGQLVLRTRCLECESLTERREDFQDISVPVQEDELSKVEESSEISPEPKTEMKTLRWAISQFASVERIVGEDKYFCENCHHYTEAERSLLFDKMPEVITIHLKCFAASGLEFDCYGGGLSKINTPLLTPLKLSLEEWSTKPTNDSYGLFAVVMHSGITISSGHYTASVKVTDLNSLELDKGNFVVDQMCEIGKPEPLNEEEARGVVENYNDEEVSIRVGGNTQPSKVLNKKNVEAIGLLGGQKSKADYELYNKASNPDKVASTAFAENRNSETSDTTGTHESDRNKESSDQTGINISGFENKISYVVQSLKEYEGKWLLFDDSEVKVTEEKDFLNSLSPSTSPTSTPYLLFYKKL
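In this screen, compounds sit with the deubiquitinase complex (1nM) for 15 min at room temperature before Ub-Rho is added at 150nM final. Fluorescence rise is then followed for 6 reads every 60 seconds.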
* marks the source's active call; other numbers are inactive results; ? = inconclusive; · = not tested or not shown; [ ] = dose if it differs, or a comment. Unless noted, calls come from the whole dose curve; as a rule, active = well fitted inhibition curve with a large enough effect; inconclusive = small, poorly fitted or top-dose-only effect; inactive = no such curve, though single readings can be large or run the other way.

cpd	smiles	D2 antag	TRHR agonist	IDH1 R132H inh	PI4K2A block	TrxR1 substrate	TrxR1 inh	TRHR enhancer	D2 ag	USP1 inh
1	Cc1ccc(-c2cn3cccnc3n2)cc1NC(=O)Cc1ccccc1	·	0.5	7%	-11	72%[activator][57.1 µM]	-11%[57.1 µM]	4	·	-7%
2	Cn1c(=O)c2c(nc(N3CCOCC3)n2Cc2ccccc2F)n(C)c1=O	·	-0.4	-10%	-8	8%	25%	-1	2.8	?
3	c1ccc2c(c1)CSc1ccccc1N2	·	·	-2%	-1	6%[57.1 µM]	6%[57.1 µM]	·	·	6%
4	Oc1ccc(-c2cnc(-c3ccc(O)cc3)nc2)cc1	17	-1.1	1%	-8	0%	13%	4	0.4	-4%
5	COc1ccc(NC(=O)C(=O)NCCc2csc(-c3ccc(Cl)cc3)n2)cc1OC	·	0.4	10%	4	-9%[57.1 µM]	-4%[57.1 µM]	14	-1.2	?
6	CCOC(=O)c1ccc(NC(=O)CCc2nc3cccnc3n2Cc2cccs2)cc1	·	0.0	-5%	-1	-5%	7%	2	-0.6	-21%
7	CCC1CCCCN1C(=O)c1c[nH]c2ccc(S(=O)(=O)N(C)c3ccc(Cl)cc3)cc2c1=O (centres undefined)	-11	0.3	0%	-3	11%[57.1 µM]	10%[57.1 µM]	2	-0.3	-5%
8	COc1cc(C2C(C#N)=C(N)Oc3cc(C)n(Cc4ccccn4)c(=O)c32)cc2c1OCO2 (centres undefined)	6	0.5	·	·	·	·	-8	-1.3	·
9	COC(=O)c1[nH]c2ccccc2c1CN1CCOCC1	3	0.3	0%	-4	20%	36%	-5	-0.4	-13%
10	COc1ccccc1CCC(=O)OCC(=O)Nc1cc(S(=O)(=O)N2CCOCC2)ccc1C	33*	0.1	3%	-1	-3%	10%	0	1.7	-17%
11	Fc1ccccc1N1CCN(Cc2nc(-c3ccc(Cl)cc3Cl)no2)CC1	-20	0.8	0%	-1	-4%	-11%	3	-0.2	-5%
12	CCCCCc1cc(=O)[nH]c(=S)[nH]1	2	0.5	-7%	0	2%[57.1 µM]	24%[57.1 µM]	15	-1.6	-23%
13	CN1CCC(NC(=O)Nc2ccc(Br)cc2)CC1	·	0.7	-1%	-12	4%	20%	-4	·	-22%
14	CCc1ccc(OCC(=O)Oc2ccc([N+](=O)[O-])cc2)cc1	2	0.7	-9%	2	-12%	-13%	28	1.6	2%
15	CN(C)C(CNC(=O)c1ccccc1C(F)(F)F)c1ccco1 (centres undefined)	-3	0.4	1%	-2	-3%	-10%	0	0.7	-13%
16	CN(Cc1ccccc1)C(=O)CC(=O)N(C)Cc1ccccc1	7	-0.2	7%	-3	1%	10%	-7	0.5	-20%
17	Cc1ccc(Cl)cc1-n1ncc2c(NCc3ccc(F)cc3)ncnc21	·	17	-12%	-5	-4%[57.1 µM]	3%[57.1 µM]	-4	7.5	?
18	COc1ccc2c(c1)/C(=N/OC(=O)c1cccs1)CCC2	-9	-0.3	-2%	-2	10%[57.1 µM]	13%[57.1 µM]	3	0.7	-15%
19	CCN(C(=O)c1ccccc1F)c1nc(-c2ccc(OC)cc2)cs1	-20	1.9	11%	2	2%	14%	-8	-0.1	-27%
20	CNC(=O)Nc1ccc2nc(C)oc2c1	-7	-0.2	5%	-2	5%	21%	2	-1.1	-21%
21	COC(=O)c1ccc(-n2cnc3ccccc32)nc1	-6	-0.5	12%	-8	11%	20%	2	-0.8	-20%
22	CCN(CC(=O)NCc1cccs1)C(=O)CN(C)S(=O)(=O)c1ccc(C)cc1	-4	-1.2	6%	0	-8%	-11%	-3	2.7	-10%
23	C[C@]12CCC(O)CC1=CCC1C2CC[C@]2(C)/C(=N\NC(N)=S)CCC12 (some centres undefined)	-17	-1.2	4%	-3	-2%	9%	2	-1.1	-23%
24	O=C1NC(=S)NC1(c1ccccc1)c1ccccc1	·	·	11%	-3	9%[57.1 µM]	9%[57.1 µM]	·	·	-23%

A second format for part of the listing above:
#21 COC(=O)c1ccc(-n2cnc3ccccc32)nc1
#18 COc1ccc2c(c1)/C(=N/OC(=O)c1cccs1)CCC2
#13 CN1CCC(NC(=O)Nc2ccc(Br)cc2)CC1
#14 CCc1ccc(OCC(=O)Oc2ccc([N+](=O)[O-])cc2)cc1
compound no.	21	18	13	14
D2 antag	-6	-9	·	2
TRHR agonist	-0.5	-0.3	0.7	0.7
IDH1 R132H inh	12%	-2%	-1%	-9%
PI4K2A block	-8	-2	-12	2
TrxR1 substrate	11%	10%[57.1 µM]	4%	-12%
TrxR1 inh	20%	13%[57.1 µM]	20%	-13%
TRHR enhancer	2	3	-4	28
D2 ag	-0.8	0.7	·	1.6
USP1 inh	-20%	-15%	-22%	2%

Next section.
cpd	smiles	D2 antag	TRHR agonist	IDH1 R132H inh	PI4K2A block	TrxR1 substrate	TrxR1 inh	TRHR enhancer	D2 ag	USP1 inh
25	CS(=O)(=O)N1CCN(c2ccccc2NC(=O)C(c2ccccc2)c2ccccc2)CC1	-36	2.4	1%	-1	-6%	25%	-7	-0.1	6%
26	O=S(=O)(c1ccc2nc(-c3ccco3)c(-c3ccco3)nc2c1)N1CCOCC1	-2	0.0	-2%	-55*	4%	4µM*	28	-1.7	-17%
27	CC1CCCN(C(=O)COC(=O)Cc2ccc(Cl)cc2)C1 (centres undefined)	-7	0.3	7%	3	5%[57.1 µM]	18%[57.1 µM]	-3	-0.7	-20%
28	COc1ccc(N(CC(=O)N2CCc3ccccc3C2)S(C)(=O)=O)cc1Cl	-7	0.5	-5%	-3	-2%	23%	6	-0.6	-21%
29	CCOC(=O)c1c(C)[nH]c(CCC(=O)NCCCN2CCN(c3cc(Cl)ccc3C)CC2)c1C	·	0.2	0%	3	7%[57.1 µM]	37%[activator][57.1 µM]	-3	5.5	-21%
30	CCOc1ccc(NC(=O)COC(=O)c2ncc(Cl)c(Cl)c2Cl)cc1	-21	-0.3	2%	4	22%	7%	0	0.5	-18%
31	O=C(CSc1nc2ccccc2[nH]1)NCc1ccc(F)cc1	-17	0.1	7%	4	1%	17%	-3	0.0	-17%
32	CC(=O)Nc1ccc(-c2csc(NC(=O)CN3C(=O)NC4(CCCC4)C3=O)n2)cc1	-1	0.2	2%	-7	-6%	-11%	6	-0.3	-8%
33	COC(=O)CCC(=O)NNC(=O)c1ccc([N+](=O)[O-])cc1	·	0.8	3%	-5	4%	13%	1	·	-19%
34	O=c1[nH]c2c(c(=O)n1Cc1ccccc1)CCC2	-11	0.4	0%	5	6%[57.1 µM]	4%[57.1 µM]	3	0.2	-3%
35	Cc1ccc(S(=O)(=O)N(C)CC(=O)N(CC(C)C)C2CCS(=O)(=O)C2)cc1 (centres undefined)	-18	0.4	-4%	1	-2%[57.1 µM]	-7%[57.1 µM]	2	0.0	-10%
36	O=C(NC1CCCCC1)C(c1ccccc1F)N(Cc1ccco1)C(=O)c1ccccn1 (centres undefined)	13	-0.1	-4%	-1	5%	9%	-4	0.0	-16%
37	COc1cccc(-c2cc(C(=O)Nc3cc(C)on3)no2)c1	9	0.0	7%	-1	8%	16%	-2	0.9	-22%
38	CCSc1nc2ccccc2c(=O)n1C1CCOC(C)(C)C1 (centres undefined)	1	-0.1	6%	2	6%[57.1 µM]	14%[57.1 µM]	9	0.1	-25%
39	COC(=O)CCS(=O)(=O)c1cc(Cl)ccc1Cl	9	-0.3	1%	-5	3%[57.1 µM]	1%[57.1 µM]	12	-0.9	-14%
40	O=C(O)CCn1c(-c2ccccc2)cc2c1CCCC2=O	·	-0.6	-3%	3	-1%	-3%	-5	·	-9%
41	CCc1ccc(N(C(=O)c2csnn2)C(C(=O)NC(C)(C)C)c2ccccn2)cc1 (centres undefined)	9	-0.1	9%	0	-1%	-5%	-7	-1.0	-19%
42	CCN(CC(=O)Nc1ccc(NC(C)=O)cc1)C(=O)CN1C(=O)C2CCCCC2C1=O (centres undefined)	9	0.2	-5%	3	-7%	-10%	2	-0.5	3%
43	O=[N+]([O-])c1cccc(S(=O)(=O)NCCOc2cccc3cccnc23)c1	12	-0.1	5%	2	3%	1%	-1	-0.6	-2%
44	COC(=O)c1sc2nc(CSc3nc4ccc(C)cc4[nH]3)[nH]c(=O)c2c1C	-11	1.8	6%	-7	-3%[57.1 µM]	3%[57.1 µM]	0	0.6	-2%
45	Cc1ccc(C2=NN(C(=O)CCl)C(c3ccco3)C2)o1 (centres undefined)	4	2.8	8%	1	3%[57.1 µM]	22µM*	1	0.4	-12%
46	CCc1ccc(NC(=O)N(CCN(C)C)C(C)c2cccnc2)cc1 (centres undefined)	15	-1.6	-4%	-3	6%	27%	-8	-0.8	-23%
47	CCOc1ccc2nc(N3CCC(C(=O)N4CCN(c5ncccn5)CC4)CC3)sc2c1	15	-1.0	1%	5	4%[57.1 µM]	12%[57.1 µM]	-9	-0.1	-2%
48	COc1ccc(-c2nc3c(c(SCC(=O)N4CCCC4)n2)COC(C)(C)C3)cc1	·	·	2%	3	2%	28%	·	·	-24%
49	C/C=C/c1ccc(OCC(=O)O)c(OC)c1	-5	-0.2	-13%	4	0%	-19%	8	0.6	-15%
50	COc1cc(C2NCCC(=O)C2(C)C)cc(OC)c1OC (centres undefined)	-9	0.7	1%	2	-20%	-16%	3	0.0	-2%
